# Insulin prom up – MIN6 insulin promoter up-regulation | MIN6 insulin promoter-GFP reporter, high-content imaging; stronger effect = higher value | z-score at 5 µM | actives 0.3% (n = 190,000) | AID 1625;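 active = z-score above 3 at 5 µM with at least 500 cells counted in the well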
# WT yeast gro inh – growth inhibition of WT yeast, mitochondrial fusion screen; mitochondrial fusion phenotypic screen, WT strain; inhibition, % at 10 µM; actives 2.1% (n = 190,000); AID 1362; in the data active = inhibition above about 58%; tested in S. cerevisiae
# Dynein transport – dynein cargo transport inhibition; actives 0.47% (n = 220,000); z-score, hits read low; AID 1381; 3617.4 mouse cells, GR-EGFP nuclear translocation imaging; test concentration mostly 20 µM; stimulated with dexamethasone, 1 µM; stronger effect = lower value;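 active = plate z-score of nuclear minus cytoplasmic receptor signal below a set negative limit, without overly bright fluorescence or cell loss, cut at about -3.5 in these data, passing the limit was not always enough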;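 note: z-score of nuclear minus cytoplasmic ring GR-EGFP intensity difference per well; some compounds called inactive have numbers as strong as hits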
#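 Also added: dexamethasone, 1.0 µM final. Medium: tet-free, stripped-serum medium. Detection: fixed, Hoechst-stained cells imaged at 10x for EGFP. Read-out: nuclear-to-cytoplasmic GR-EGFP distribution per well. Times: induction 48 h, compound 1 h, agonist 30 min.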
# MT stabilizer – stabilizes microtubules in HeLa cells; HeLa tubulin immunostaining HCS, 24 h; share of cells brighter than vehicle mean+2SD; % tubulin-high responders, % at 10 µM; actives 0.83% (n = 200,000);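 active = plate Z-score above 3 for both tubulin-high and condensed-nucleus cell shares, with cell loss under 80%, at 10 µM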;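 note: anti alpha tubulin signal scored within the nucleus-defined area of each cell; some results filed as inactive read as strong as hits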
# b-catenin transl – beta-catenin nuclear translocation modulation | HeLa beta-catenin nuclear translocation, immunofluorescence imaging | nuclear translocation activity, % at 5 µM | actives 0.3% (n = 190,000) | AID 1665;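 active = nuclear translocation activity above 50% at 5 µM, with a well cell count of 50 or more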;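 note: per-cell ratio of nuclear to cytoplasmic median beta-catenin stain intensity; plate controls were DMSO negative control for no effect and GSK-3 inhibitor IX positive control for full effect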
#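 Read-out: Nuclear/cytoplasmic beta-catenin signal ratio, % activation | Assay system: Human HeLa cell line | Times: 24 h compound exposure at 37°C, 5% CO2 | Signal: Fluorescence imaging of beta-catenin antibody stain plus DAPI | Dosing: 5 µM primary, 0.02–20 µM confirmation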
# Yfh1-depleted yeast – mitochondrial function rescue without frataxin homolog – Friedreich's ataxia, plus single-dose screen, dose response (AID 1465) | S. cerevisiae Yfh1-off respiration, WST-1 reduction, 72 h; higher fold induction means a stronger effect | fold induction at 50 µM; hits with a dose series show EC50 in µM | actives 0.074% (n = 220,000);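 active = fold induction of absorbance versus untreated yeast above a set limit, then at least 30% activation at any dose in follow-up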;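 note: activators that raise dye reduction in frataxin-depleted yeast; strong numbers were not always called active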
# PMI inhibitors – MPI enzyme activity inhibition – biochemical, fluorescence intensity, coupled assay, primary screen (AID 1209). purified PMI enzyme, coupled fluorescence intensity; higher % means a stronger effect. actives 0.42% (n = 190,000). one-dose inhibition, % at 20 µM; IC50 in µM for titrated hits;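 note: plate controls were DMSO vehicle for no effect and wells lacking substrate for full effect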
# PMI inhibition – human PMI inhibitors, high substrate, primary screen, biochemical, fluorescence intensity, high mannose 6-phosphate (AID 1220); recombinant PMI enzyme, coupled fluorescence intensity; higher % means a stronger effect; actives 0.66% (n = 190,000); inhibition, % at 20 µM, or IC50 in µM where a hit was titrated
# Autophagy HCS – autophagy modulation, high-content screen; MEF GFP-LC3 puncta imaging; test concentration mostly 10 µM; calls only at 10 µM (by protocol); actives 0.98% (n = 190,000);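 active = percentage of spot-positive cells more than 3 SD above its plate mean, without a fluorescence outlier flag or 80% toxicity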;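 note: spot-positive cell cutoff set from DMSO-treated cells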
# WT yeast gro inh mutant strain – also measured in WT yeast gro inh; calls as there; inhibition, %; mitochondrial fusion phenotypic screen, mutant strain inhibition
# Dynein transport cytoplasmic EGFP – second read-out of Dynein transport, no call of its own (marks repeat the call); z-score; measured here: cytoplasmic GR-EGFP intensity; stronger effect = higher value
# Dynein transport nuclear GR-EGFP – also measured in Dynein transport; calls as there; z-score; measured here: nuclear GR-EGFP intensity;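 lower value marks the stronger effect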
# Dynein transport cell count – also measured in Dynein transport; calls as there; z-score; measured here: cell count per field
# Insulin prom up cell count – recorded beside Insulin prom up, whose call it bears; cell count; measured here: cytotoxicity, nuclei count;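 total cells summed across four imaged fields per well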
# b-catenin transl cell count 5 µM – further read-out of b-catenin transl, marked with its call; cell count; measured here: cell count, cytotoxicity flag
# MT stabilizer Hoechst-high % – second read-out of MT stabilizer, no call of its own (marks repeat the call); % Hoechst-high responders; measured here: nuclear condensation Hoechst responders;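 share of cells brighter than vehicle mean plus two SD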
# MT stabilizer cytotoxicity % – further read-out of MT stabilizer, marked with its call; toxicity, %; measured here: cytotoxicity by cell density;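 0% = mean cell density of plate MIN control wells and 100% = no cells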
# Autophagy HCS cell loss 18 h – recorded beside Autophagy HCS, whose call it bears; toxicity, %; measured here: cell loss, nuclei count;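 cell loss after 18 h compound exposure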
# * hit, by the source's call; i = inactive; . = not tested or not shown; & = joins results of further samples. Cut-off read from the data, not from the text of the source, unless noted: active = inhibition above about 50%; inactive = the rest.
SMILES,Insulin prom up,Insulin prom up cell count,WT yeast gro inh,WT yeast gro inh mutant strain,Dynein transport,Dynein transport cytoplasmic EGFP,Dynein transport nuclear GR-EGFP,Dynein transport cell count,MT stabilizer,MT stabilizer Hoechst-high %,MT stabilizer cytotoxicity %,b-catenin transl,b-catenin transl cell count 5 µM,Yfh1-depleted yeast,PMI inhibitors,PMI inhibition,Autophagy HCS,Autophagy HCS cell loss 18 h
O=C(Cc1cc(=O)[nH][nH]1)N/N=C/C=C/c1ccccc1,0.93,1511,-5&6,-4&-5,0.22&0.066,-0.21&-0.22,0.66&0.41,0.53&1.3,3.3&2.7,1.6&2.1,7.2&2.6,0.7,798,i,-7%&6%,-12%&4%,i,11&-23
c1ccc(CN2CCN(c3nc(NCc4ccco4)c4ccccc4n3)CC2)cc1,-3.2,685,39,31,-1.4,-0.14,-0.43,0.98,1.7,1.0,8.3,-0.7,1091,i,-1%,-16%,i,29
Cc1nc2ccc(N=NC3=C(O)CCCC3=O)cc2s1,-0.25,1641,-11,-1,0.22,-0.02,-0.034,0.37,1.4,0.8,6.1,-3.0,1362,i,4%,8%,i,7
CC(C)CCOC(=O)C(C)Sc1n[nH]c(=O)[nH]c1=O (stereo unspecified),0.08,1108,.,.,0.084,-0.25,0.056,0.22,.,.,.,0.1,1331,i,.,.,.,.
O=C(CSc1nnc(-c2cccnc2)o1)NNC(=O)c1ccc(Br)cc1,-0.85,1075,.,.,0.35,-0.13,0.63,-0.6,.,.,.,0.0,1277,i,.,.,.,.
Cc1cc(C)c2c(=O)[nH]n(C3CCOC(C)(C)C3)c2n1 (stereo unspecified),-0.84,963,16,-7,0.23,-0.12,0.44,-0.4,2.4,4.2,12,.,.,i,-5%,-6%,i,10
CCOC(=O)C1=C(C)N(C)C(=O)NC1c1cccc(O)c1 (stereo unspecified),0.37,1249,9,-5,-0.59,0.19,-0.017,0.32,2.2,0.8,1.4,-1.1,1054,i,12%,12%,i,2
O=C1C2C3C=CC(C3)C2C(=O)N1c1ccc(Cc2ccncc2)cc1 (stereo unspecified),0.28,1440,-20,12,-0.78,-0.064,-0.14,0.27,3.4,1.6,5.4,-0.7,1350,i,3%,2%,i,9
CCCOc1ccc(N2C(=O)CC(N3CCC(C(=O)OCC)CC3)C2=O)cc1 (stereo unspecified),.,.,0,-8,1.6,-0.21,0.97,0.31,4.4,1.1,4.1,-2.7,966,i,-6%,-1%,i,13
CN(/C(=N\S(=O)(=O)c1ccccc1)c1ccccc1)c1ccc(O)cc1,.,.,-11,-6,-0.58,-0.26,-0.59,1.2,1.8,2.3,3.7,-2.4,1077,i,-8%,-3%,i,8
CC(C)=CCC/C(C)=C/CC/C(C)=C/CC/C(C)=C/CC1=C(C)C(=O)c2ccccc2C1=O,-1.6,915,.,.,-0.47,-0.77,0.085,-0.18,.,.,.,-2.1,1330,i,.,.,.,.
O=C(CCNC(=O)Cn1ccc2ccccc2c1=O)NCc1ccc(F)cc1Cl,0.74,1314,-19,5,1.8,-0.25,1,-1.3,4.5,4.8,8.0,-1.4,1067,i,0%,2%,i,-4
Fc1ccc(-c2cc(-c3cccs3)cc(-c3ccccc3)n2)cc1,-0.19,1160,.,.,0.74,-0.22,0.21,0.03,.,.,.,-1.4,1363,i,.,.,.,.
O=[N+]([O-])c1ccc(Cl)c(/C=N/N2CCN(C3c4ccccc4-c4ccccc43)CC2)c1,-0.15,1646,-2,-16,0.41,0.22,-0.0067,0.087,3.3,1.2,2.5,0.6,1271,i,4%,7%,i,6
CC(C)OC(=O)CCCN1C(=O)c2ccc(N)cc2C1=O,0.14,1672,-34,-20,0.6,-0.25,0.67,0.031,4.5,1.4,3.0,-4.6,953,.,3%,0%,i,3
COc1ccc(S(=O)CC(=O)Nc2ccc(Cl)cc2Cl)cc1 (stereo unspecified),.,.,4,8,-0.75,-0.25,-0.18,0.77,4.1,1.5,1.9,0.9,1548,i,-4%,-2%,i,22
O=C(NCc1ccccc1Cl)c1ccccc1CCc1ccccc1,0.33,1202,-10,11,-0.4,-0.23,0.079,-0.36,0.6,1.4,2.3,-3.1,564,i,2%,1%,i,-5
O=C(Cn1cccc1C(=O)c1ccccc1)NCc1ccco1,0.75,1631,-1,6,-0.95,-0.23,-0.27,1.2,5.0,1.9,11,1.8,1497,i,-2%,0%,i,0
Cn1c(=O)[nH]c(=O)c2c1nc(CN1CCN(c3ccccc3F)CC1)n2CC(N)=O,0.52,1274,-7,-3,0.17,-0.18,0.28,0.24,2.3,2.6,9.0,-2.0,1245,i,1%,3%,i,-4
COCCNC(=O)/C(C#N)=C/c1c(F)cccc1Cl,-0.64,1249,42,49,0.71,0.22,1.4,-1.5,4.8,2.3,6.1,-3.5,1095,i,-8%,-9%,i,-6
COc1cccc(NC2=C(Cl)C(=O)OC2OC(=O)c2ccco2)c1 (stereo unspecified),-0.18,1274,-10,-22,-1.3,-0.22,-0.65,0.33,1.6,1.5,1.7,1.0,1027,i,-16%,-8%,i,23
CCOC(=O)c1c(C)[nH]c(C(=O)COC(=O)c2cnc(C)cn2)c1C,0.72,1523,0,-23,-0.89,-0.093,0.024,0.95,8.1,4.2,0.5,8.8,983,i,3%,9%,i,8
Cc1nc2ccccc2n1CC(=O)NCCN1CCCC1,.,.,-5,2,-0.24,-0.14,-0.098,0.035,3.5,2.7,5.4,-0.9,1221,i,-4%,-7%,i,-4
CCCCCCCCCCNC(=O)C(=O)Nc1ccccn1,.,.,10,-7,1.2,-0.34,0.74,-0.93,2.8,1.2,11,-1.4,1036,i,4%,-7%,i,0
O=C(N/N=C\c1ccc(Cl)s1)C1COc2ccccc2O1 (stereo unspecified),-0.27,1015,.,.,-0.27,-0.16,0.49,-0.39,.,.,.,1.3,1351,i,.,.,.,.

# Some of these compounds in order of their number in PMI inhibition, ascending.
Compound | PMI inhibition
c1ccc(CN2CCN(c3nc(NCc4ccco4)c4ccccc4n3)CC2)cc1 | -16%
COCCNC(=O)/C(C#N)=C/c1c(F)cccc1Cl | -9%
CCCCCCCCCCNC(=O)C(=O)Nc1ccccn1 | -7%

# Next part
SMILES,Insulin prom up,Insulin prom up cell count,WT yeast gro inh,WT yeast gro inh mutant strain,Dynein transport,Dynein transport cytoplasmic EGFP,Dynein transport nuclear GR-EGFP,Dynein transport cell count,MT stabilizer,MT stabilizer Hoechst-high %,MT stabilizer cytotoxicity %,b-catenin transl,b-catenin transl cell count 5 µM,Yfh1-depleted yeast,PMI inhibitors,PMI inhibition,Autophagy HCS,Autophagy HCS cell loss 18 h
COc1ccc(OC)c(-n2c(-c3cc(-c4ccc(F)cc4)n[nH]3)n[nH]c2=S)c1,0.34,1551,2,16,-0.48,-0.21,-0.35,0.45,2.0,1.7,2.2,-1.8,1435,i,10%,5%,i,2
CC(C)CNS(=O)(=O)c1ccc(CCC(=O)N2CCC(C(N)=O)CC2)cc1,0.49,1333,2,11,-0.2,-0.27,-0.0037,0.085,3.7,1.9,0.6,-2.6,1014,i,7%,0%,i,-41
COc1ccc(CNC(=O)COC(=O)C2CCN(S(=O)(=O)c3ccccc3C(F)(F)F)CC2)cc1,0,1493,-22,4,0.85,-0.2,0.79,-1.5,2.0,2.0,8.0,-0.1,1048,i,8%,-4%,i,-5
CC1CN(C(=O)CN2C(=O)NC(C)(c3ccccc3)C2=O)CC(C)O1 (stereo unspecified),-0.68,903,-2,-1,0.053,-0.2,0.42,0.31,3.5,2.3,9.1,-1.6,1175,i,0%,-1%,i,6
CCC(C)(C)n1nnnc1C(c1cccc(C#N)c1)N1CCN(c2cc(C)ccc2C)CC1 (stereo unspecified),-0.12,1296,.,.,.,.,.,.,.,.,.,0.0,1183,i,15%,14%,.,.
O=C(CNC(=O)c1ccc(Br)cc1)NCC(=O)OCC(=O)c1ccc([N+](=O)[O-])cc1,.,.,-8,-11,1.3,-0.21,1.7,-1.3,4.2,1.5,4.6,-0.8,1006,i,-4%,-2%,i,21
COCCn1c(SCC(=O)Nc2cccc(C)c2)nnc1C(C)C,-0.41,1149,11,22,1.3,-0.26,0.53,-1.2,5.6,4.6,13,-3.9,1008,i,-7%,-4%,i,17
CC(C)CNC(=S)N(Cc1ccco1)Cc1cc2cc3c(cc2[nH]c1=O)OCCO3,-0.17,1224,-8,-5,0.84,-0.18,0.54,-0.028,33*,33*,42*,-1.1,806,i,20%,12%,i,13
CCCC(=O)Nc1ccccc1N1CCN(C(=O)c2ccccc2)CC1,0.55,1347,-2,9,-0.19,-0.44,-0.26,0.65,2.9,2.4,1.0,-0.4,1135,i,-3%,-5%,i,5
COCCn1nnnc1C(c1cc2cc(OC)c(OC)cc2[nH]c1=O)N1CCN(c2ccc(O)cc2)CC1 (stereo unspecified),-2.2,1553,-8,-2,0.54,-0.23,-0.078,0.4,1.4,2.6,9.7,0.4,1462,i,.,.,i,11
NC1=NC(=O)CC(C(=O)Nc2cccc3ccccc23)S1 (stereo unspecified),0.29,1237,10,-15,-0.34,-0.26,-0.17,1.5,5.2,2.0,7.0,1.2,1097,i,-9%,-8%,i,17
COc1ccc2nc(Nc3nc4ccc(NC(C)=O)cc4s3)sc2c1,.,.,7,-22,0.058,-0.2,-0.088,-0.92,5.8,3.3,4.2,2.8,875,i,13%,-4%,i,-20
CCCOc1ccc(-c2nnn(CC(=O)OCC)n2)cc1,0.19,1058,14,7,-0.19,-0.29,0.33,-0.34,5.7,2.8,14,-0.7,1164,i,-2%,-2%,i,-43
Cn1c(=O)c(C(=O)NCCO)c(O)c2ccccc21,-1,1223,-4,2,-0.85,0.78,-0.52,0.1,2.1,1.7,4.0,.,.,i,17%,19%,i,-13

# Source: PubChem
